# Epigenetic derep: Quantitative High-Throughput Screen for Regulators of Epigenetic Control; murine LDR cells, GFP reporter derepression, 30 h; Potency, µM (doses to about 53.9 µM), for the others: at the highest dose GFP activation, hits mostly activators; 280,000 compounds, 0.2% hits; also: potency is read from the fitted curve at half-maximal effect; % of control where 0% means no effect; nearly all actives have a fitted effect of over 60% in size
#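 GFP-positive cell count by laser-scanning cytometry (objects 20–120 um) after 30 h, 37 C compound exposure of murine LDR cells; reporter is CMV-GFP integrated at a silenced locus, inducible by HDAC or DNMT inhibitors.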
# LMNA splice mod: qHTS Assay for Modulators of Lamin A Splicing. HeLa LMNA splicing GFP/RFP minigene ratio, 48 h. Potency, µM (series often up to 46.1 µM), for the others: top-dose ratio change, negative = inhibition, usual class: inhibitors. 200,000 compounds, 0.01% hits; active = well fitted inhibition curve with a large enough effect in the signal ratio, with a control signal flat, not every such curve was filed as active; inconclusive = small, poorly fitted or top-dose-only effect, or effect the other way, or a change in a side signal; the % refers to the signal ratio; also: potency is read from the fitted curve at half-maximal effect; % is scaled to controls: 0 for no effect and ±100 for the full control effect
#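 S3 HeLa cells stably expressing lamin A-EGFP splicing minigene plus DsRed2, 600 cells/well, 48 h compound exposure at 37C. Laser-scanning cytometry; analysed as GFP (500-530 nm)/RFP (575-640 nm) total intensity ratio; 0.5% DMSO vehicle.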
# GLA spleen mod: qHTS Assay for Inhibitors and Activators of Human alpha-Galactosidase From Spleen Homogenate; Potency, µM (doses to about 80 µM), inactives show at the top dose activity change, negative = inhibition, most hits filed as inhibitors; Alpha-galactosidase A (Homo sapiens), P06280; human spleen homogenate, 4MU-alpha-Gal fluorescence, 40 min; 240,000 compounds, 0.008% hits; AID 2107, 2009;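 also: potency is read from the fitted curve at half-maximal effect; 0% = enzyme with vehicle and -100% = no enzyme basal signal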
#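 Spleen homogenate 1 ug + cpd (titration) + 4-MU-alpha-D-galactopyranoside 1 mM; 37C 40 min; 50 mM citrate/phosphate pH 5.0, 0.01% Tween-20; stop pH 10; fluorescence 365/440; AC50 via Hill.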
# IMPase Li inh: qHTS Assay for Identifying the Cell-Membrane Permeable IMPase Inhibitors: Potentiation with Lithium | CHO-M1 cells, IP1 TR-FRET (IP-One), carbachol + lithium | Potency, µM (titrated, usually from 59.4 µM), inactives show at the top dose activity, negative = IMPase inhibition, usual class: inhibitors | 210,000 compounds, 0.35% hits | AID 1457, 2008;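 also: IP1 builds up when IMPase is blocked and the TR-FRET signal falls; potency is read from the fitted curve at half-maximal effect; plate controls were basal vehicle for no effect and high inhibitor control for full effect; nearly all actives have a fitted effect of over 50% in size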
#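 Concentration–response in CHO-M1 cells, lithium-potentiated; 30 min at 37C. IP1 detected by competitive TR-FRET after 10 min lysis at RT. Hill-fitted AC50.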
# NPSR antagonist: qHTS Assay for Antagonists of the Neuropeptide S Receptor: cAMP Signal Transduction | Q6W5P4 | Potency, µM (top dose mostly 38.3 µM), without a hit: at the top dose activity change, negative = inhibition, usual class: inhibitors | 220,000 compounds, 1% hits | CHO-NPSR cells, cAMP TR-FRET, antagonist mode; also: potency is read from the fitted curve at half-maximal effect; % is scaled to controls: 0 for no effect and ±100 for the full control effect; nearly all actives have a fitted effect of over 50% in size; many of its hits are not listed in these tables
# Target sequence (Q6W5P4 whole entry, looked up): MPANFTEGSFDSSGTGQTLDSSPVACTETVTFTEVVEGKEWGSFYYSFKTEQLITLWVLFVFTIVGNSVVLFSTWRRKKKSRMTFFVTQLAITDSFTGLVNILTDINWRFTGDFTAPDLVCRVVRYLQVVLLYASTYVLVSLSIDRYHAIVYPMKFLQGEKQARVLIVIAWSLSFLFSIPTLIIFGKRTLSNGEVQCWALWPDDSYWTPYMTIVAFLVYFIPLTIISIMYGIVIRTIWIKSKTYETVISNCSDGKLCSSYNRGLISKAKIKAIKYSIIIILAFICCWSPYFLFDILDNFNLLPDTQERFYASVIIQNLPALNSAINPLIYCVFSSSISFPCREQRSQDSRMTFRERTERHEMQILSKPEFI
# CBFb RUNX1 block: qHTS Assay for Compounds Blocking the Interaction Between CBF-beta and RUNX1 for the Treatment of Acute Myeloid Leukemia; AlphaScreen CBFb-His/RUNX1-biotin binding, biochemical; Potency, µM (titrated, usually from 59.8 µM), for inactives: at the highest dose activity, negative = inhibition, hits mostly inhibitors; 230,000 tested, under 10 active; also: % of control where 0% means no effect
# Target sequence (Q01196 whole entry, looked up): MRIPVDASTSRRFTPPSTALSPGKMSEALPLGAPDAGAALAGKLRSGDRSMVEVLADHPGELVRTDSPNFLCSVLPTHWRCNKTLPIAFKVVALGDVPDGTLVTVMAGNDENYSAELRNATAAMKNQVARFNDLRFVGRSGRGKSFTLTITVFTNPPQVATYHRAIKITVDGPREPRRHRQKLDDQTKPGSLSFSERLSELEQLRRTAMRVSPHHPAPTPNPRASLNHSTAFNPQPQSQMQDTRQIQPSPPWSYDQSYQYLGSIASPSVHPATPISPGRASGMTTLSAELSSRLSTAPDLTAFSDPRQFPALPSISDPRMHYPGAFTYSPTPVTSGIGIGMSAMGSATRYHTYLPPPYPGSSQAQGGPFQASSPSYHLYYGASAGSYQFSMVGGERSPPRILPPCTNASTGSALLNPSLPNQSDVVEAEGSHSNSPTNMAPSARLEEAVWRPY
# Target sequence (Q13951 whole entry, looked up): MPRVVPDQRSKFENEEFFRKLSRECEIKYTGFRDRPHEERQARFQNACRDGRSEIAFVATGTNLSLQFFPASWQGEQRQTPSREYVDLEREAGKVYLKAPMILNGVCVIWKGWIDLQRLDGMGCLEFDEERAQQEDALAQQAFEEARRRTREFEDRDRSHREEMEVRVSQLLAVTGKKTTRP
#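 Read-out: AlphaScreen. Format: His-CBF-beta with biotinylated RUNX1 (30 nM each) preincubated 20 min, compound 15 min, Ni-chelate plus streptavidin beads 90 min; room temperature throughout.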
# KinaseGlo FLuc: Counterscreen for Luciferase (Kinase-Glo TM) Inhibition. Kinase-Glo luciferase, ATP luminescence, 8 min. 200,000 compounds, 0.28% hits. Potency, µM (titrated, usually from 38.3 µM), for the others: top-dose activity change, negative = inhibition, most hits filed as inhibitors. Luciferin 4-monooxygenase (Photuris pensylvanica), Q27757. AID 1379, 2008; also: potency is read from the fitted curve at half-maximal effect; % is scaled to controls: 0 for no effect and ±100 for the full control effect; nearly all actives have a fitted effect of over 60% in size
#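 Recombinant Kinase-Glo luciferase, 10 uM ATP (linear range), luciferin; imidazole pH 7.2 / KCl / MgCl2 / Tween / BSA buffer; 8 min RT; luminescence.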
# Numbers without * were called inactive; ? = inconclusive; . = no result given; [ ] = another dose, or the depositor's remark. Unless noted, calls follow the shape of the dose curve; as a rule, active = well fitted curve in the direction sought with a large enough effect; inconclusive = small, poorly fitted or top-dose-only effect, or another doubt; inactive = no such curve, though single readings can be large; an effect the other way counts as inactive or inconclusive. A portion of the library. The share of hits here may be higher or lower than overall.
# Results follow in this order: Epigenetic derep | LMNA splice mod | GLA spleen mod | IMPase Li inh | NPSR antagonist | CBFb RUNX1 block | KinaseGlo FLuc
1. C=CCn1c(COc2ccc(Cl)cc2)nnc1SCC(=O)N1CC(=O)Nc2ccccc21
  0.0% | 0% | 0% | 32%[38.3 µM] | -18%[46.1 µM] | 6% | -2%
2. Cc1ccccc1NC(=O)NCc1ccco1
  1.7% | 12% | 21% | -11%[38.3 µM] | 25%[46.1 µM] | 9% | -2%
3. O=C(COC(=O)/C=C/c1cccs1)Nc1ccccc1Cl
  0.2% | -21%[46 µM] | 6% | 1% | -4% | 9% | 1%
4. O=C(NNC(=S)NC(=O)c1ccccc1[N+](=O)[O-])c1ccc(Cl)cc1Cl
  -0.5% | ? | 1% | 1% | -16% | -2% | 2%
5. CCOC(=O)C(=CNNc1c(C)csc1C(=O)OC)C(=O)OCC
  -1.0% | . | -9% | . | 11% | 0% | .
6. CCOC(=O)CSCc1c(C#N)c2ccccc2n1C
  0.0% | 12% | -7% | 2%[38.3 µM] | -6%[46.1 µM] | 6% | 0%
7. C=CCn1c(=S)[nH]c2ccc(Br)cc2c1=O
  0.0% | -14% | 23% | 11%[38.3 µM] | 3%[46.1 µM] | 6% | 3%
8. COCCn1c(N)c(N(Cc2ccccc2)C(=O)Cc2c(Cl)cccc2Cl)c(=O)[nH]c1=O
  -1.2% | -14%[46 µM] | 0% | -2% | 1% | 9% | 7%
9. CC(C)C[C@H](NC(=O)c1[nH]cnc1C(=O)N[C@H](C)c1ccccc1)C(=O)OCc1ccccc1
  -0.7% | . | -1% | 4% | 54% | 20% | .
10. COc1ccc(Cn2c(CCC(=O)Nc3ccccc3)nc3cccnc32)cc1
  0.0% | 6% | -2% | 7%[38.3 µM] | 5%[46.1 µM] | 9% | -6%

# Arranged by value in Epigenetic derep (rising): 3 from the list above.
entry | molecule | Epigenetic derep
5 | CCOC(=O)C(=CNNc1c(C)csc1C(=O)OC)C(=O)OCC | -1.0%
1 | C=CCn1c(COc2ccc(Cl)cc2)nnc1SCC(=O)N1CC(=O)Nc2ccccc21 | 0.0%
2 | Cc1ccccc1NC(=O)NCc1ccco1 | 1.7%

# (next part)
# Results follow in this order: Epigenetic derep | LMNA splice mod | GLA spleen mod | IMPase Li inh | NPSR antagonist | CBFb RUNX1 block | KinaseGlo FLuc
11. O=C1CCCC2=C1C1(CCCCC1)N=C(Nc1nc3ccccc3s1)N2
  0.0% | 0% | -6% | -26%[38.3 µM] | -3%[46.1 µM] | 1% | -3%
12. Cc1c(C(=O)Nc2ccc(N3CCOCC3)cc2)cccc1[N+](=O)[O-]
  1.1% | -10%[46 µM] | -3% | 2% | 2% | 4% | 2%
13. O=C(CSc1nnc2ccccn12)c1ccc(OC(F)F)cc1OC(F)F
  -5.8% | 13% | -2% | 9%[38.3 µM] | 7%[46.1 µM] | 4% | 5%
14. CC1CCC(NC(=O)CC(C)(C)Cc2nc3ccccc3c(=O)[nH]2)CC1 (configuration not stated)
  -1.1% | -7% | 2% | 25%[38.3 µM] | ? | 2% | 0%
15. COC1CCN(C(=O)CC2C(=O)NCCN2CC(C)(C)C)CC1 (configuration not stated)
  -6.0% | ? | 8% | 6% | -13% | -4% | -5%
16. CCOc1ccc(CNC(=O)CCSCc2ccccc2F)cc1OC
  1.4% | . | 9% | 1% | 10% | 1% | 3%
17. Cc1cc(SC(C)C(=O)Nc2c(C)n(C)n(-c3ccccc3)c2=O)nc2ccccc12 (configuration not stated)
  -1.1% | -1% | 4% | 10%[38.3 µM] | -4%[46.1 µM] | 4% | 2%
18. Cc1ccc2cc(CN(Cc3ccco3)C(=O)C3CCCCC3)c(=O)[nH]c2c1C
  -1.0% | 8% | 5% | 14%[38.3 µM] | -9%[46.1 µM] | -1% | -6%
19. CC(=O)N1CCCc2cc(S(=O)(=O)N3CCC(C)CC3)ccc21
  -7.0% | ? | 6% | 0% | -1% | 3% | 0%
20. COCCNC(=O)/C(C#N)=C/c1ccc(C)o1
  0.9% | ? | -5% | 5% | 14% | -3% | -5%
21. O=C(NCCc1ccc(Cl)cc1)c1cc(-c2ccncc2)nc2ccccc12
  -1.1% | . | 0% | . | -29% | 17% | .
22. CN(C)CCN1CC(O)=C(c2nc3ccccc3s2)C1=N
  0.0% | . | 2% | . | -4%[7.67 µM] | -1% | .
23. CCOc1ccc(NC(=S)NCCCN2CCN(C3CCCCC3)CC2)cc1
  1.1% | -2% | 4% | 7% | 32% | -6% | 2%
24. COC(=O)c1cc(NC(=O)CC2C(=O)NCCN2C(=O)c2ccccc2)cc(C(=O)OC)c1 (configuration not stated)
  0.0% | 3% | -4% | 33%[38.3 µM] | 25%[46.1 µM] | -2% | -1%
25. COc1ccc(Br)cc1/C=C/C(=O)Nc1c(C)cccc1C
  -0.8% | -8% | 2% | 1%[38.3 µM] | ? | -1% | 7%
26. COCCn1nnnc1C(c1ccccc1)N1CCN(Cc2ccc3c(c2)OCO3)CC1 (configuration not stated)
  -1.7% | 0% | -7% | . | -1%[46.1 µM] | -1% | .
27. CC(Nc1ccc2c(c1)OCCO2)C(=O)Nc1ccc2c(c1)OCO2 (configuration not stated)
  1.1% | -10%[46 µM] | 2% | 1% | -3% | -2% | -1%
28. COc1ccc(Cc2nnc(NC(=O)CSc3ccccc3)s2)cc1OC
  6.4% | -9% | 0% | 1% | 5% | -4% | -1%
29. O=C(NNc1c2ccccc2nc2ccccc12)c1cccc(O)c1
  0.0% | ? | 25% | 43%[activator] | -20%[46.1 µM] | -27% | -7%
30. CC[C@H](C)/C=C(C)/C=C/C1=CC2=CC(=O)[C@]3(C)OC(=O)[C@@H](C(C)=O)[C@@H]3C2=CO1
  0.0% | . | 0% | -13% | 18% | 11% | .

# Filtered by structure: those above with a furan ring, fused or not
# Results follow in this order: Epigenetic derep | LMNA splice mod | GLA spleen mod | IMPase Li inh | NPSR antagonist | CBFb RUNX1 block | KinaseGlo FLuc
2. Cc1ccccc1NC(=O)NCc1ccco1
  1.7% | 12% | 21% | -11%[38.3 µM] | 25%[46.1 µM] | 9% | -2%
18. Cc1ccc2cc(CN(Cc3ccco3)C(=O)C3CCCCC3)c(=O)[nH]c2c1C
  -1.0% | 8% | 5% | 14%[38.3 µM] | -9%[46.1 µM] | -1% | -6%
20. COCCNC(=O)/C(C#N)=C/c1ccc(C)o1
  0.9% | ? | -5% | 5% | 14% | -3% | -5%

# (cont.)
# Results follow in this order: Epigenetic derep | LMNA splice mod | GLA spleen mod | IMPase Li inh | NPSR antagonist | CBFb RUNX1 block | KinaseGlo FLuc
31. CC(C)(C)c1cc(C(=O)NCc2cccnc2)ccn1
  -1.7% | -6%[0.0737 µM] | -17% | 9%[38.3 µM] | 17%[46.1 µM] | 0% | 3%
32. CN(C)c1ccc(N2C(=O)CC(c3ccccc3)CC2=O)cc1
  1.1% | . | 11% | . | -3% | -3% | .
33. Cc1ccc(Nc2nc(=O)c3cc([N+](=O)[O-])ccc3s2)cc1
  -1.1% | . | 2% | . | -1% | 4% | .
34. O=C1COc2ccc(C(=O)CSc3nnc(Cc4cccs4)n3-c3ccccc3)cc2N1
  -0.2% | -11% | 1% | 32%[activator][38.3 µM] | -11%[46.1 µM] | -3% | 1%
35. COc1cc(OC)cc(-c2nnc(SCC(=O)N(Cc3ccccc3)C(C)(C)C)o2)c1
  -2.9% | ? | 4% | 16%[38.3 µM] | ? | 14% | 1%
36. COc1cc(SC)ccc1C(=O)NCc1ccc(C)cc1
  -3.6% | -1% | 2% | 4%[38.3 µM] | -21%[46.1 µM] | 3% | 1%
37. C=CCc1cccc2cc(C(=O)NC(C)(C)C)c(=O)oc12
  0.0% | 4% | 2% | 21%[38.3 µM] | 8%[46.1 µM] | 8% | 0%
38. CC1(C(=O)CSc2nc3ccccc3s2)CCC(=O)O1 (configuration not stated)
  0.0% | -2% | -5% | -8%[38.3 µM] | -1%[46.1 µM] | 4% | -7%
39. O=C(O)C1CC=CCC1C(=O)NCCCCc1ccccc1 (configuration not stated)
  0.9% | -11%[46 µM] | 1% | 4% | 0% | 12% | 3%
40. CCCCN1C(=O)/C(=C2\SC(N3CCCCC3)=NC2=O)c2ccccc21
  -5.7% | ? | 3% | 6%[38.3 µM] | ? | ? | -12%

# Continuation:
cpd	molecule	Epigenetic derep	LMNA splice mod	GLA spleen mod	IMPase Li inh	NPSR antagonist	CBFb RUNX1 block	KinaseGlo FLuc
41	CCn1c(SCC(=O)Nc2ccc(C)cc2)nc2nc3c(cc2c1=O)CCCC3	-1.0%	3%	-1%	12%	-28%	3%	-2%
42	Cc1ccc2c(O)c(C)c(=O)[nH]c2n1	2.1%	.	1%	4%	-7%	4%	1%
43	CC1CCCN(CCOCCSc2ccccc2)C1 (configuration not stated)	1.1%	10%	3%	12%	15%	2%	-1%
44	O=C1CC(N2CCOCC2)C(=O)N1CCN1C(=O)CC(N2CCOCC2)C1=O (configuration not stated)	0.7%	3%	3%	8%[38.3 µM]	-9%[46.1 µM]	1%	-3%
45	CCC(C)[C@H](NC(=O)NCc1ccccc1Cl)C(=O)OC (some centres not stated)	1.1%	14%	1%	13%[38.3 µM]	-11%[46.1 µM]	5%	0%
46	CCO[C@H]1OC(C(=O)NC2CC2)=C[C@@H](C)[C@@H]1CCCO	0.0%	.	-6%	6%	-11%	7%	.
47	Cc1cccc(C(=O)NNC(=O)c2ccco2)c1	-2.2%	-13%	3%	0%	27%	-9%	0%
48	CCCN(CCC)CCNC(=O)CCC(=O)Nc1ccc2nc(N3CCN(C)CC3)cc(C)c2c1	-0.1%	?	?	5%	10%	-2%	-2%
49	O=C(CCNC(=O)c1ccco1)Nc1ccc(SC(F)F)cc1	0.9%	-10%[46 µM]	1%	4%	-4%	-4%	0%
50	Cc1ccc(/C([O-])=C(/C(=S)NCc2ccccc2)[n+]2cccc(CO)c2)cc1[N+](=O)[O-]	-6.3%	?	-6%	-3%	0%	-11%	1%
51	Cc1nc2nc(-c3ccccc3)cc(=O)n2[nH]1	1.0%	6%	5%	18%[38.3 µM]	4%[46.1 µM]	4%	-20%
52	O=S(=O)(CCc1ccccc1)c1nnnn1-c1ccccc1	1.1%	.	-3%	8%	.	3%	1%
53	c1ccc(CSc2nnc(-c3ccncc3)o2)cc1	-2.1%	?	-6%	16%[38.3 µM]	-5%[46.1 µM]	5%	3%

# From PubChem BioAssay
